MLL CXXC-DNA inh: blocks binding of human MLL CXXC domain to DNA; Q03164; MLL-CXXC / FITC-HOXA9 DNA fluorescence polarization; Potency, µM (series often up to 115 µM), without a hit: at the highest dose activity change, negative = inhibition, usual class: inhibitors; hit rate 0.037% among 290,000; AID 2662; active means well fitted inhibition curve with a large enough effect in the polarisation, with a control signal flat, not every such curve was filed as active; inconclusive means small, poorly fitted or top-dose-only effect, or effect the other way, or a change in a side signal; inactive means no such curve, though single readings can be large or run the other way; the % refers to the polarisation
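Purified MLL-CXXC (added from a 7 uM solution) was preincubated 5 min at ambient with pinned compounds in 50 mM Tris-HCl pH 7.5, 50 mM NaCl, 1 mM DTT, 0.05% BSA. Fluorescein-labeled HOX-A9 DNA (50 nM solution) followed, 30 min, then polarization read.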
NPC1 promoter act: NPC1 promoter activation. Huh7 NPC1 promoter luciferase reporter, 24 h. Potency, µM (titrated, usually from 9.22 µM), inactives show at the highest dose activation, usual class: activators. hit rate 2.4% among 320,000. AID 485313;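 further: % of control where 0% means no effect; nearly all actives have a fitted effect of over 60% in size; reporter is driven by a mutant NPC1 promoter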
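Luciferase expression driven by the NPC1 promoter was measured in stably transfected Huh7 cells after a 24 h compound incubation, using a luciferase reagent and a luminescence read.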
FLuc counter: inhibits or activates purified firefly luciferase, miR-21 counter-screen | P08659 | purified FLuc, Km substrates, luminescence inhibition | Potency, µM (series often up to 57.5 µM), inactives show top-dose activity change, negative = inhibition, hits mostly inhibitors | hit rate 6.9% among 360,000 | AID 588342;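 further: plate controls were vehicle for no effect and reference inhibitor for full effect; nearly all actives have a fitted effect of over 55% in size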
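Biochemical qHTS of compounds, final roughly 60 µM downward over six points, against 10 nM purified firefly luciferase using Km concentrations of substrates (10 uM D-luciferin, 10 uM ATP) in Tris acetate pH 7.5 buffer; luminescence output.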
MBNL1 CUG block: blocks human MBNL1 binding to CUG repeat RNA. Q9NR56. TR-FRET MBNL1-His/biotin-(CUG)12 binding, 665/545 ratio. AID 2675. hit rate 0.036% among 280,000. Potency, µM (doses to about 57.5 µM), for the others: top-dose activity change, negative = inhibition, actives largely listed as inhibitors; active means well fitted inhibition curve with a large enough effect in the signal ratio, with a control signal flat, not every such curve was filed as active; inconclusive means small, poorly fitted or top-dose-only effect, or effect the other way, or a change in a side signal; inactive means no such curve, though single readings can be large or run the other way; the % refers to the signal ratio; further: on the % scale 0 is the no-effect control and ±100 the full control effect
Target sequence (Q9NR56 whole entry, looked up): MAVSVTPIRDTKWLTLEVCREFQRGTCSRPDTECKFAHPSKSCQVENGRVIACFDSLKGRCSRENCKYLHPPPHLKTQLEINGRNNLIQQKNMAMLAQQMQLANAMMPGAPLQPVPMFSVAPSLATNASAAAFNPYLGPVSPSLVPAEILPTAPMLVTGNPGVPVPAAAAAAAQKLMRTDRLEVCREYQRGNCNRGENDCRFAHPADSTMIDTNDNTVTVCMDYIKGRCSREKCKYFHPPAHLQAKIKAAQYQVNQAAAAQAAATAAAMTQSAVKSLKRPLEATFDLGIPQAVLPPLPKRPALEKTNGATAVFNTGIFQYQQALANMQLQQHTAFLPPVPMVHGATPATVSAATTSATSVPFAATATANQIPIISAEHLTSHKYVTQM
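TR-FRET between His-tagged MBNL1 and biotin-(CUG)12 RNA, detected with Tb anti-His antibody (0.055 ng/ul) and streptavidin-XL665 (5 nM), 60 min at room temperature. Compounds titrated 92 nM to 58 uM; 665/545 nm ratio normalized to buffer and complex controls.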
RORgamma inh: inhibitors of mouse ROR gamma transcriptional activity; AID 2551; Drosophila S2 Gal4-RORgamma UAS-luciferase reporter, 20 h; hit rate 5.4% among 310,000; Potency, µM (top dose mostly 53.6 µM), inactives show top-dose activity change, negative = inhibition, most hits filed as inhibitors; P51450; further: on the % scale 0 is the no-effect control and ±100 the full control effect; nearly all actives have a fitted effect of over 60% in size
Target sequence (P51450 whole entry, looked up, the tested form may be a part): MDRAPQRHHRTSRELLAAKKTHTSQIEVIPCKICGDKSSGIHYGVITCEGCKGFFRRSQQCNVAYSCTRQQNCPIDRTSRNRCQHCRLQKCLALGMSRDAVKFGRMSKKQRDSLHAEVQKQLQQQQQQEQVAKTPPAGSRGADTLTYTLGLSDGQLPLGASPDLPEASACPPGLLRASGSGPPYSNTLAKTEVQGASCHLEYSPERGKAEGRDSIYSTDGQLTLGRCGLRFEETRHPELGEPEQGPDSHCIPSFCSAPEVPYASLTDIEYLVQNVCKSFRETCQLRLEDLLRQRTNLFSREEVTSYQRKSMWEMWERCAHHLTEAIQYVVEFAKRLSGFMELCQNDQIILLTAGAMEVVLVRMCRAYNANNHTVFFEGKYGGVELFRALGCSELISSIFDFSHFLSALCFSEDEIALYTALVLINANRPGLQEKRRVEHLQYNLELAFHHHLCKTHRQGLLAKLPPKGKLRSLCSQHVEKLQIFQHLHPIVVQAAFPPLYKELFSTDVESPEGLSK
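Read-out: Photinus luciferase luminescence; inhibitors lower reporter signal. Insect Schneider cells with Gal4-ROR gamma fusion under metallothionein promoter, UAS reporter; 700 uM final copper sulfate induction, 20 hr, ambient temperature.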
Rab9 promoter act: Rab9 promoter activation | Huh7 Rab9 promoter-luciferase reporter, luminescence, 24 h | Potency, µM (highest dose often 9.22 µM), without a hit: at the highest dose activation, negative = inhibition, actives largely listed as activators | AID 485297 | hit rate 2.8% among 320,000; further: % of control where 0% means no effect; nearly all actives have a fitted effect of over 60% in size
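Cell-based reporter: Huh7 stable for Rab9 promoter-driven luciferase, plated in reduced-serum medium with 10% FBS at 1500 cells/well, compound-treated 24 h at 37 °C, luminescence read after 10 min reagent.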
Gal4-VP16 FLuc: inhibits Gal4-VP16 luciferase reporter, ROR gamma counter-screen. Drosophila S2 Gal4-VP16 UAS-luciferase, luminescence, 20 h. Potency, µM (titrated, usually from 53.6 µM), for the others: at the highest dose activity, negative = inhibition, actives largely listed as inhibitors. hit rate 3.5% among 310,000. AID 2546;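 further: Gal4-VP16 expression switched on by copper sulfate through the metallothionein promoter; on the % scale 0 is the no-effect control and ±100 the full control effect; nearly all actives have a fitted effect of over 50% in size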
p53 reactivation: mutant p53 re-activation in reporter cells; H1299 p53-A138V BP100-luciferase reporter, luminescence, 24 h; Potency, µM (series often up to 92.2 µM), without a hit: at the top dose activity change, positive = activation, usual class: activators; hit rate 0.063% among 320,000; further: % of control where 0% means no effect; nearly all actives have a fitted effect of over 45% in size
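H1299 (p53-null), stable ts p53-A138V + BP100-Luc; 1000 cells/well, Opti-MEM/10% FBS; cpd 4 pt, 1:5; 24 h, 37 deg C, 5% CO2; detection reagent 10 min RT; luminescence.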
ELG1 genotoxic: genotoxicity induction in ELG1-luciferase HEK293T cells; Potency, µM (top dose mostly 46 µM), inactives show top-dose activity change, positive = activation, actives largely listed as activators; AID 504466; HEK293T ELG1-luciferase reporter, luminescence, 16 h; hit rate 1.3% among 330,000; further: % of control where 0% means no effect; nearly all actives have a fitted effect of over 60% in size
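Reporter readout depends on ELG1 protein level, which increases with genetic stress. After 16 hr compound exposure at 37 °C, luciferase activity was quantified using ONE-Glo.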
uPA generation: inhibitors of cell surface uPA generation | cell surface uPA generation assay, qHTS | Potency, µM (series often up to 38.3 µM), for inactives: at the highest dose activity change, negative = inhibition, hits mostly inhibitors | hit rate 0.31% among 330,000 | AID 540303; active means well fitted inhibition curve with a large enough effect; inconclusive means small, poorly fitted or top-dose-only effect; inactive means no such curve, though single readings can be large or run the other way; tested in mouse RAW 264.7 cells; further: on the % scale 0 is the no-effect control and ±100 the full control effect; nearly all actives have a fitted effect of over 55% in size
BRCA1 expr up: BRCA1 expression activation; MCF7-BRCA1-FFLuc reporter, luminescence, 48 h; response scale: scaled: vehicle 0%, 10 µM genistein 100%; Potency, µM (highest dose often 46.1 µM), for the others: top-dose activation, usual class: activators; hit rate 1.1% among 380,000; AID 624202; further: nearly all actives have a fitted effect of over 80% in size; some results filed as inactive show a strong effect at the top dose
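48 h compound treatment of MCF7-BRCA1-FFLuc cells (phenol-red free MEM, 37 °C), then 15 min with luciferase substrate and luminescence imaging.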
* marks the source's active call; other numbers are inactive results; ? = inconclusive; . = not tested or not shown; [ ] = dose if it differs, or a comment. Unless noted, the call rests on the fitted dose curve; in most records, active means well fitted curve in the direction sought with a large enough effect; inconclusive means small, poorly fitted or top-dose-only effect, or another doubt; inactive means no such curve, though single readings can be large; an effect the other way counts as inactive or inconclusive. Potency means the concentration at half of the fitted maximal effect. This is a subset; rates above refer to the full screens.

SMILES	MLL CXXC-DNA inh	NPC1 promoter act	FLuc counter	MBNL1 CUG block	RORgamma inh	Rab9 promoter act	Gal4-VP16 FLuc	p53 reactivation	ELG1 genotoxic	uPA generation	BRCA1 expr up
O=C(CSc1ncccn1)N/N=C/c1cccc(OC2CSC2)c1	3.8%	-1.5%	-3.6%	11.5%	42.0%	10.8%	19.6%	-6.7%	0.7%	?	-25.3%
CCNc1ccccc(-c2ccc3ccccc3n2)c1=O	-3.2%	?	12µM*	?	9.3%	?	23.4%	?	?	2.8%	32.0%
Nc1nc(Nc2ccccc2)n[nH]1	-4.7%	-3.8%	1.8%	0.9%	-1.1%	-6.5%	8.1%	-0.2%	0.4%	-2.1%	-5.5%
O=C(O)/C=C\C(=O)Nc1ccc(F)c(F)c1F	19.3%	-0.5%	-0.3%	.	-1.7%	-1.8%	3.6%	1.0%	0.1%	4.1%	19.7%
CN(C)S(=O)(=O)c1ccc(C(=O)Nc2nc(-c3cccs3)cs2)cc1	8.3%	-1.5%	-0.2%	245.1%[activator]	2.9%	-8.4%	-19.2%	-0.9%	-19.0%	-24.4%	-12.8%
CC(=O)c1ccc(NC(=O)COC(=O)CCN2C(=O)c3cccc([N+](=O)[O-])c3C2=O)cc1	3.7%	1.7%	-16.0%	?	-13.1%	-0.4%	1.5%	4.0%	-3.8%	0.5%	13.0%
CC(=O)N1CCCc2cc(S(=O)(=O)NC(C(=O)NCc3ccc(C)cc3)C(C)C)ccc21 (configuration not stated)	11.7%	2.3%	-1.4%	-0.7%	-8.8%	0.7%	-7.1%	2.0%	0.9%	3.6%	-14.4%
COc1ccc(NC2CCCN(C(=O)c3ccc(C(C)=O)cc3)C2)cc1 (configuration not stated)	-0.8%	-0.1%	1.3%	-0.3%	12.2%	0.7%	-4.7%	0.3%	-0.2%	1.7%	-8.0%
O=C(CN1CCCC1c1ccc2c(c1)OCCO2)NC(=O)Nc1ccccc1F (configuration not stated)	.	-1.9%	0.2%	.	.	-4.5%	.	1.2%	-6.3%	18.4%	-3.8%
CN(Cc1ccccc1)Cc1nc2c(c(=O)n(C)c(=O)n2C)n1Cc1ccc(Cl)cc1	-2.6%	-2.8%	0.6%	0.7%	-17.8%	-9.0%	-4.3%	11.3%	-12.1%	1.4%	-45.9%
Clc1ccc2scc(CN3CCCCC3)c2c1	14.8%	-1.3%	4.4%	-11.7%	10.4%	-3.7%	0.8%	-1.4%	-1.3%	-2.5%	-15.6%
COc1ccccc1CNC(=O)C(c1ccccc1)c1ccccc1	2.1%	-0.5%	0.0%	-1.2%	-25.7%	-1.5%	-16.4%	9.7%	-0.6%	0.0%	-9.1%
CCC(C)(C)NC(=O)C(c1cccc(OC)c1)N(C(=O)c1ccn[nH]1)c1cccc(OC)c1 (configuration not stated)	3.2%	-2.5%	-0.4%	3.3%	43.3%	-3.4%	17.3%	-0.1%	-17.3%	1.1%	-2.2%
CC(/C=N/N1CCN(Cc2ccccc2)CC1)=C\c1ccccc1	-2.8%	0.6%	-3.6%	2.4%	30.6%	1.5%	-6.3%	5.0%	-0.3%	-4.6%	0.0%
CCc1nc2ccc(C(=O)NCc3ccc(C)o3)cc2nc1CC	-3.4%	-16.8%	-1.3%	11.1%	7.9%	-6.8%	5.0%	-7.1%	-1.2%	-10.1%	7.0%
N#CCC(=O)Nc1ccc(C(=O)OCC(=O)NC2CCCCCC2)cc1	.	-0.2%	0.8%	.	.	-3.0%	.	-2.0%	0.8%	-7.1%	1.7%
COC(C(=O)NNS(=O)(=O)c1ccccc1[N+](=O)[O-])c1ccccc1 (configuration not stated)	5.5%	4.9%	-0.6%	?	.	5.3%	.	.	1.4%	5.5%	-7.1%
Cc1onc(-c2ccc(Cl)cc2)c1-c1ccnc(SCC(=O)Nc2ccc(C(C)C)cc2)n1	-10.2%	0.0%	-1.6%	.	-16.0%	-3.2%	-3.7%	-0.8%	-9.4%	0.5%	-36.2%
Cc1ccc(C(=O)NCc2ccc(N3CCN(C(=O)OC(C)(C)C)CC3)cc2)cc1	21.3%	-6.7%	0.6%	-1.4%	8.9%	-9.0%	-7.2%	-1.5%	-2.3%	3.4%	-12.3%
Cn1c(CO)cnc1SCc1c(Cl)cccc1Cl	1.0%	2.4%	-3.4%	4.5%	-28.1%	-1.6%	7.4%	-9.5%	-6.5%	.	0.5%
Cc1cnc(NC(=O)CSc2nnc(-c3ccncc3)n2C2CCCCC2)s1	-2.0%	8.8%	-0.5%	-21.4%	2.8%[10 µM]	1.1%	2.3%	0.8%	-0.7%	7.0%	0.4%
COc1ccc(C(C(=O)NC2CCCC2)N(C(=O)c2snc(C(N)=O)c2N)c2ccccc2OC)cc1OC (configuration not stated)	7.9%	5.2%	0.4%	5.7%	7.4%	-0.8%	8.5%	-3.2%	-0.2%	3.5%	-14.0%
O=C(CNCCO)N1N=C(c2cccs2)CC1c1cccs1 (configuration not stated)	-11.7%	1.0%	-0.5%	?	-15.5%	-4.7%	1.6%	0.3%	-2.4%	0.5%	-8.8%
CCC(=O)Nc1ccc2c(c1)ncn2-c1ccc(C)cc1	-0.1%	2.24µM*	8.49µM*	-2.7%	-33.4%	2.51µM*	-1.2%[10 µM]	25.3%	?	-1.9%	2µM*
COc1ccc(NC(=O)C(=O)NCCC2CCCCN2S(=O)(=O)c2cccs2)cc1 (configuration not stated)	.	-27.3%	-14.5%	.	.	-15.1%	.	-4.8%	-4.8%	-11.5%	-67.8%
N#CC1=C(N)OC2=C(C(=O)CC(c3ccco3)C2)C1c1ccc(OCc2c(F)cccc2Cl)cc1 (configuration not stated)	25.1%	0.1%	-1.1%	12.0%	15.5%	-1.6%	-4.4%	-1.0%	-5.2%	-0.2%	12.7%
CCCn1c(N)c(N(CCOC)C(=O)c2ccccc2)c(=O)[nH]c1=O	-0.1%	-0.9%	-3.6%	2.0%	-1.1%	3.0%	-6.1%	1.1%	-18.1%	1.3%	-19.5%
CCOC(=O)CN1C(=O)CC(c2ccccc2)C1=O (configuration not stated)	-8.5%	-2.4%	1.8%	0.4%	2.0%	-6.9%	-8.4%	.	1.1%	7.4%	-9.4%
CCOc1ccccc1Nc1nc(N)nc(CSc2nncn2C)n1	8.8%	-2.0%	4.4%	3.9%	10.6%	-4.7%	7.7%	-7.7%	-0.7%	.	2.8%
CCCn1c(=O)c2ccccc2n2c(SCC(=O)NCc3cccs3)nnc12	-2.7%	0.7%	-2.1%	-5.8%	-40.3%	6.7%	-8.0%	-3.6%	-5.0%	3.0%	-0.4%
Cc1ccc(C)c(SCC(=O)Nc2cccnc2Cl)c1	-14.1%	-2.6%	1.9%	-2.1%	19.4%	-0.4%	12.2%	-0.4%	-0.5%	-10.5%	-5.6%
OCC1(Cc2ccccc2F)CCCN(CC2CCCCC2)C1 (configuration not stated)	2.2%	-2.2%	5.8%	-0.8%	-24.7%	0.2%	-3.0%	.	-2.5%	0.8%	-0.6%
COc1ccc(/C=N/NC(=O)CCN2CCN(c3ccccc3)CC2)c(OC)c1OC	12.7%	-1.6%	1.9%	-1.7%	?	1.0%	12.3%	-13.5%	3.3%	2.7%	-10.5%
O=c1c([N+](=O)[O-])c(O)c2cccc3c2n1CCC3	?	-2.3%	-13.4%	1.7%	-4.3%	-4.2%	1.2%	2.0%	-2.3%	3.2%	-49.9%
CCOc1ccc(C(=O)Nc2nnn(CC)n2)cc1	6.7%	3.98µM*	12µM*	2.9%	?	3.98µM*	-4.8%	?	10.3µM*	-8.1%	27.7%
O=c1c(-c2ccc(Cl)cc2)c[nH]n1-c1ccccc1	-0.3%	?	9.53µM*	-14.2%	1.6%	-0.4%[1.84 µM]	-6.6%	?	12.2%	10.1%	?
COc1ccc(CNC(=O)C(=O)c2cn(CC(=O)N3CCCC3)c3ccccc23)cc1	4.8%	?	?	13.3%	18.4%	19.8%	-6.2%	5.2%	11.9%	6.0%	42.2%
CC1=CCC2C(=O)N(c3ccc(Br)cc3C)C(=O)C2C1 (configuration not stated)	-8.3%	-2.3%	-1.6%	-2.1%	16.0%	0.1%	4.0%	-1.2%	3.5%	1.5%	-0.1%
CCCS(=O)(=O)N1CCCC(C(=O)NC2CCCC(C)C2C)C1 (configuration not stated)	0.5%	-1.1%	-0.5%	2.9%	-19.9%	-1.3%	-4.2%	4.0%	0.2%	4.9%	3.3%
CN(C)S(=O)(=O)c1ccc(N2CCCC2)c(C(=O)Nc2nc(-c3cc(F)ccc3F)cs2)c1	9.3%	-4.3%	-2.0%	3.8%	8.8%	0.9%	-7.0%	-10.6%	-0.4%	5.2%	-34.4%
